Bioassay records as filed in PubChem BioAssay.
G6PDH CS: L. mesenteroides G6PDH inhibitors, counter-screen for G6PDH-coupled screening assays, biochemical, Leuconostoc mesenteroides enzyme | Purified L. mesenteroides G6PDH, diaphorase/resazurin coupled fluorescence, 45 min | inhibition, % at 5 µM | 0.12% of 200,000 active | AID 1020, 2008; in the data active means inhibition above about 50%
STAT1 activator: STAT1 signaling activators, primary screen, cell-based, HTS, luciferase reporter; 2.6% of 200,000 active; NIH 3T3 STAT1-luciferase reporter, IFN-gamma, luminescence; 100% = IFN-gamma alone, no compound; activation (% of control), % at 5.5 µM;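 active means activation above the screen-wide mean activation plus 3 SD, cut at about 130% in these data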;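 further: raw ratio to IFN-gamma control signal so 100% means no change and 0% no light; values of inactives mirror those of a sister screen read the other way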
Redox H2O2 prof: compounds producing H2O2 with reducing agent – biochemical, NIH compound library profiling, artefact control for MLSCN library redox annotation, primary screen | AID 878, 2007 | activation, % at 10 µM | 0.03% of 200,000 active | DTT-dependent redox cycling H2O2, phenol red/HRP absorbance; 100% = 100 µM peroxide control, 0% = buffer;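 active means activation of at least 50% relative to the plate's high and low controls in the primary single-dose screen; inactive means activation below 50%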;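 further: compound incubated with DTT at 0.8 mM final as the reducing agent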
Hsp70 activator: Hsp70 transcriptional activators, primary screen, cell-based, HeLa, Hsp70 promoter luciferase, luminescence, 10 µM; HeLa Hsp70 promoter luciferase reporter; scaled: vehicle 0, proteasome-inhibitor control 100%; activation, % at 10 µM; 0.04% of 200,000 active; AID 1203, 2008;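 active means activation above the mean across all tested compounds plus 3 SD, cutoff set per campaign, cut at about 5.5% in these data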;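 further: 100% = MG132 at 30 µM as the positive control and 0% = DMSO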
FLuc inh counter: firefly luciferase enzyme inhibitors, primary screen, artefact control for luciferase-based inhibitor screens, biochemical, luminescence, ATPLite. 1.5% of 200,000 active. Luciferin 4-monooxygenase (Photinus pyralis), P08659. 10 min. inhibition, % at 10 µM. AID 1006, 2008;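 active means inhibition above about 50% when tested at 10 µM, limit read from the data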
Target sequence (P08659 whole entry, looked up): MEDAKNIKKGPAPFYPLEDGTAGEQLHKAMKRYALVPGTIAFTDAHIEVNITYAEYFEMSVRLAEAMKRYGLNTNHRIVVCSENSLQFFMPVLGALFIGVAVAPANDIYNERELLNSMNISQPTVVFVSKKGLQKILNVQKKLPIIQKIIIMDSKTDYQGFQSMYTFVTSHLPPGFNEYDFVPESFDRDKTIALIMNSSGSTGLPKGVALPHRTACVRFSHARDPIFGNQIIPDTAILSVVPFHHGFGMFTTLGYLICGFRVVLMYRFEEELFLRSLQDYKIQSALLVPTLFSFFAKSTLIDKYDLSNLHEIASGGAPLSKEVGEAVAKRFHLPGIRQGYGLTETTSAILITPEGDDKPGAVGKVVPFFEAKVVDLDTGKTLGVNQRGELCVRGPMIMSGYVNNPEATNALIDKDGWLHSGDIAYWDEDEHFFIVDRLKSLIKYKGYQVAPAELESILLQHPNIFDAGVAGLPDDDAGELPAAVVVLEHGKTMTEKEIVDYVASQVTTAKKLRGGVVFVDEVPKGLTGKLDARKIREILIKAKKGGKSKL
APP 5'UTR act: activators of APP 5'UTR luciferase reporter, primary screen, SH-SY5Y cells; 1% of 190,000 active; AID 1276, 2008; SH-SY5Y APP 5'UTR luciferase reporter, luminescence; zero percent = DMSO vehicle wells; activation, % at 2 µM;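 active means activation above a set limit, based on mean plus 3 SD of controls, cut at about 140% in these data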; further: values of inactives mirror those of a sister screen read the other way
NF-kB expr up: activators of NF-kB expression in neurons, primary screen, cell-based, HTS. human neuronal cells, NF-kB reporter expression; active compounds read high. AID 1239, 2008. fold change at 12.5 µM. 1.6% of 190,000 active; in the data active means fold change above about 3.3
Efa HMGR inh: inhibitors of E. faecalis class II HMGR, primary screen, biochemical, Enterococcus faecalis | purified E. faecalis HMGR, NADPH absorbance 340 nm kinetic | HMG-CoA reductase (Enterococcus faecalis, mvaE) | 0.41% of 190,000 active | inhibition, % at 10 µM;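 active means inhibition above a set limit, the median over all tested compounds plus 3 SD, cut at about 9.5% in these data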;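 further: enzyme runs in reverse so mevalonate oxidation gives rising NADPH absorbance; 0% = complete reaction with DMSO and 100% = background rate lacking mevalonate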
FLuc stim CS: FLuc activators, initial screening, artefact control for FLuc-dependent activation tests, biochemical, ATPlite luminescence. Luciferin 4-monooxygenase (Photinus pyralis), P08659. ATPlite luciferase biochemical, 10 min; 0 = ATP-free wells, 1 = DMSO control. activation factor at 10 µM. 200,000 tested, under 10 active;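 active means luciferase activation factor, scaled between plate controls, of at least 2 with compound at 10 µM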
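System: luciferase plus luciferin reagent, cell-free; medium: PBS as buffer for the ATP substrate; dosing: test compounds dosed from 2 mM stocks in 100% DMSO; timing: 10 min post-reagent at room temperature; measured by: luminescence measurement of luciferase light output; evaluation: luciferase activation, seen as luminescence increase over controls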
APP transl inh: inhibitors of APP translation via 5'UTR reporter, primary screen, APP 5'UTR luciferase, SH-SY5Y cells | SH-SY5Y APP 5'UTR-luciferase reporter, luminescence | 0.82% of 190,000 active | inhibition, % at 2 µM;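 active means inhibition above a set limit, derived from the sample mean plus 3 SD, cut at about 45% in these data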; further: values of inactives mirror those of a sister screen read the other way
An asterisk follows results filed as active; . = no result given.

SMILES | G6PDH CS | STAT1 activator | Redox H2O2 prof | Hsp70 activator | FLuc inh counter | APP 5'UTR act | NF-kB expr up | Efa HMGR inh | FLuc stim CS | APP transl inh
Cc1oc(-c2ccccc2F)nc1CS(=O)(=O)CC(=O)NC1CCCC1 | -3 | 104 | -0.4 | -0.3 | -5 | 21 | 1.1 | -1 | 1.1 | -21
COC(=O)C(NC(=O)C(NC(=O)c1ccccc1)C(C)C)C(C)C (centres undefined) | -15 | 95 | 0.6 | -0.1 | -6 | -5 | 1 | -2 | 1.1 | 5
Cc1nc2sccn2c1-c1nc(-c2cc3ccccc3o2)cs1 | 12 | 109 | 0.1 | -0.1 | -5 | 5 | 1.1 | -5 | 1.1 | -5
CC(C)(CO)CNC(=O)c1ccc(OC2CCN(C(=O)C3CC3)CC2)cc1 | 10 | 101 | -0.5 | -0.1 | -3 | 5 | 1.3 | 1 | 1 | -5
COc1ccc(NC(=O)Nc2cc(C)ccc2OC(F)F)c(OC)c1 | -5 | 104 | 2.9 | 0.0 | -3 | 3 | 0.99 | -1 | 1 | -3
Cc1ccc(Nc2nc(N)nc(CN3CCN(C)CC3)n2)cc1 | 6 | 107 | 0.9 | 0.4 | 0 | 28 | 1.5 | -1 | 1 | -28
Nc1nc(-c2ccc(Br)s2)c(Br)s1 | -9 | 106 | 0.8 | -0.1 | 1 | 11 | 1.5 | -2 | 1 | -11
N#CCc1nc(CSc2nc3ccccc3o2)cs1 | 0 | 128 | 2.3 | 0.1 | -1 | 20 | 2.2 | -3 | 1 | -20
Cc1ccc(-c2c(C(=O)O)c(C(=O)O)c3n2CCC3)cc1 | -3 | 100 | -1.0 | -0.3 | -3 | 5 | 1.9 | -3 | 1 | -5
O=C(CSc1nnc2ccccn12)Nc1ccc2c(c1)OCO2 | -1 | 118 | -0.1 | 0.7 | -5 | -15 | 1.3 | 4 | 1.1 | 16
O=C(c1c(Cl)nc2sccn12)N1CCN(c2cccc(Cl)c2)CC1 | 13 | 104 | -2.0 | -0.2 | -5 | -94 | 1.7 | 7 | 1.1 | 94*
Cc1ccc(SC(C)c2nc(-c3cccnc3)no2)cc1 (centres undefined) | 22 | 100 | 1.8 | -0.1 | -6 | . | 0.93 | -2 | 1.1 | -3
CC1C/C(=N\NC(=O)CCc2ccc(S(=O)(=O)N3CCOCC3)cc2)CC(C)(C)C1 (centres undefined) | -10 | 99 | 0.3 | -0.3 | -10 | 1 | 0.92 | 4 | 1.1 | -1
COc1ccccc1NC(=O)c1ccc(CSc2ncccn2)cc1 | 7 | 101 | 0.3 | -0.1 | 1 | 22 | 1.5 | 1 | 1 | -22
Cc1ccc(CNC(C)c2ccccc2)cc1 (centres undefined) | 10 | 97 | -0.2 | -0.1 | -7 | 13 | 1.4 | 1 | 1.1 | -13
O=C(Nc1cc(Cl)ccc1Cl)N1CCCC1 | 1 | 99 | 0.9 | -0.1 | -6 | 5 | 0.92 | -1 | 1.1 | -5
Nc1cc(=O)[nH]c(SCC(=O)N2CCCCC2)n1 | 6 | 98 | -0.3 | -0.2 | -5 | -4 | 1.1 | -8 | 1.1 | 4
Cc1ccc(NC(=O)c2cnn(-c3ccccc3)c2NC(=O)c2ccco2)cc1 | 7 | 105 | 0.6 | -0.2 | -6 | -5 | 1 | -1 | 1.1 | 5
CCOC(=O)N1CCN(C(=O)COc2cccc3c2CCN(Cc2ccccc2C)C3=O)CC1 | -10 | 86 | -0.2 | -0.3 | -2 | 9 | 0.68 | -9 | 1 | -9
CC(C)(C)c1nnc2sc(SCC(=O)c3cccs3)nn2c1=O | -3 | 94 | 0.3 | -0.2 | -7 | 9 | 1.3 | -3 | 1.1 | -9
CC1(c2ccccc2Cl)NC(=O)N(CC(=O)NCc2ccco2)C1=O (centres undefined) | 5 | 86 | -1.7 | -0.3 | 0 | 0 | 1.2 | -8 | 1 | 0
CCn1ccnc1CN1CCN(CC(C)C)C(CCO)C1 (centres undefined) | 13 | 101 | 0.8 | -0.2 | -9 | -17 | 0.92 | -5 | 1.1 | 17
Cc1c(NS(=O)(=O)c2ccc(Cl)c(C(=O)OC(C)C(=O)NCc3ccco3)c2)c(=O)n(-c2ccccc2)n1C (centres undefined) | 13 | 106 | -0.3 | 1.1 | -2 | -3 | 0.97 | 6 | 1 | 3
COc1ccc(C)cc1S(=O)(=O)N(C)CC(=O)N1CCCCC1 | . | 101 | 0.3 | -0.4 | . | -8 | 1.2 | -2 | . | 8
COc1ccc(/C=C/C(=O)NC2=NCCS2)cc1OC | 4 | 132* | -1.4 | -0.3 | 13 | 14 | 1.4 | -2 | 0.9 | -14
More results
SMILES | G6PDH CS | STAT1 activator | Redox H2O2 prof | Hsp70 activator | FLuc inh counter | APP 5'UTR act | NF-kB expr up | Efa HMGR inh | FLuc stim CS | APP transl inh
Cc1nc([N+](=O)[O-])c(C(=O)OCc2ccccc2F)n1C | 4 | 104 | -1.4 | -0.2 | -6 | 32 | 1.1 | -5 | 1.1 | -32
Cc1cccc(OCc2nnc(NC(=O)c3cccs3)s2)c1 | -1 | 102 | 0.2 | -0.2 | -3 | -5 | 0.94 | -1 | 1 | 5
CCOC(=O)c1nc(-c2ccc(OC)c(OC)c2)cnc1C#N | -2 | 111 | -0.3 | -0.4 | -6 | -12 | 0.95 | -4 | 1.1 | 12
COc1ccc2c(c1)N(C(=O)CN1C(=O)C3CCCCC3C1=O)C(C)(C)C=C2C (centres undefined) | 1 | 94 | 0.4 | -0.3 | -6 | 2 | 1.2 | 0 | 1.1 | -2
COc1cccc(/C=C/c2nc3c(cnn3-c3ccccc3)c(=O)[nH]2)c1 | 4 | 100 | 0.2 | 0.0 | -4 | 3 | 0.8 | 8 | 1 | -3
NC(=O)c1ccsc1NC(=O)c1coc2ccccc2c1=O | -2 | 166* | -0.9 | 0.6 | 71* | 167* | 2.2 | -3 | 0.3 | -167
COc1ccc(/C=N/NC(=S)NC2CCS(=O)(=O)C2)cc1OC (centres undefined) | 5 | 106 | -4.1 | -0.4 | 0 | -11 | 0.85 | -2 | 1 | 11
O=C(/C=C/c1ccccc1)NC(=S)NNC(=O)Cc1cccs1 | 4 | 103 | 1.1 | -0.4 | 3 | 8 | 0.75 | -1 | 1 | -8
CCOc1cc(-c2nc3cc(C)ccn3c2NCC2CCCO2)ccc1O (centres undefined) | 1 | 95 | -0.8 | -0.2 | -5 | 2 | 0.88 | -4 | 1 | -2
Cc1ccc(-n2nnnc2SC(C)C(=O)NCC(=O)Nc2ccc(F)c(F)c2F)c(C)c1 (centres undefined) | -11 | 104 | 0.1 | -0.4 | -3 | -2 | 0.92 | -6 | 1 | 2
CC(=O)Nc1cccc(C(=O)OCC(=O)NCc2ccc(F)cc2)c1 | 7 | 100 | -0.9 | -0.1 | -7 | -5 | 1.4 | 0 | 1.1 | 5
CCOC(=O)c1[nH]c2ccc(OC)cc2c1NC(=O)CN1CCN(c2ccccn2)CC1 | -3 | 97 | -0.3 | 0.4 | -6 | 4 | 0.78 | 1 | 1.1 | -4
Cc1nnc(NC(=O)Cn2nc(C)c3ccccc3c2=O)s1 | 14 | 115 | 9.3 | -0.3 | -3 | 28 | 0.96 | -3 | 1 | -28
CCCc1ccc(-c2cc(NC(=O)CSc3nnc(N)s3)n(-c3ccccc3)n2)cc1 | -16 | 159* | 0.3 | -0.1 | 65* | 97 | 4.4* | -5 | 0.3 | -97
CCNC(=S)N/N=C(\C)c1cccc(OC)c1 | 2 | 104 | 0.2 | -0.3 | 16 | 8 | 1.3 | 0 | 0.8 | -8
CCN(CC)S(=O)(=O)c1cccc(NC(=O)COC(=O)c2ccc(Br)o2)c1 | 0 | 101 | 0.3 | 0.2 | -9 | 8 | 1.2 | 0 | 1.1 | -8
O=C(NCc1ccccn1)Nc1ccc(Cl)c(Cl)c1 | 6 | 111 | 0.1 | -0.3 | -4 | . | 1.2 | -1 | 1 | 30
O=C(CCC(=O)c1ccc(F)cc1)OC1CCOC1=O (centres undefined) | 2 | 98 | -3.3 | -0.3 | 1 | -6 | 1 | -3 | 1 | 6
Cn1ncc(Cl)c1C(=O)N1CCN(c2ncccn2)CC1 | 2 | 94 | -0.3 | -0.1 | -13 | 8 | 1.1 | -3 | 1.1 | -8
Cc1cnc(C(=O)Nc2ccccc2-n2cccc2)cn1 | -2 | 98 | 0.6 | -0.3 | -4 | -10 | 1.3 | -2 | 1 | 10
O=C(CCSc1nnc(-c2ccncc2)o1)Nc1ccc(Cl)cc1 | 2 | 95 | -0.7 | -0.2 | -9 | 16 | 1.1 | -2 | 1.1 | -16
O=Cc1c(-c2ccc(F)cc2)nc2ccccn12 | -1 | 101 | 0.1 | -0.3 | 3 | 9 | 0.93 | -3 | 1 | -9
CCN(CC)C1CCCCC1NS(=O)(=O)c1ccc(Cl)cc1 (centres undefined) | 0 | 100 | -0.4 | 0.1 | -1 | 4 | 1.2 | -6 | 1 | -4
COCCNCC#CCOc1ccc(OC)cc1 | 4 | 101 | -0.2 | -0.3 | -3 | 13 | 1.1 | -5 | 1 | -13
CCOc1ccccc1NS(=O)(=O)c1cccs1 | 0 | 100 | 0.8 | 0.0 | -4 | -39 | 0.94 | -4 | 1 | 39
Further entries:
SMILES | G6PDH CS | STAT1 activator | Redox H2O2 prof | Hsp70 activator | FLuc inh counter | APP 5'UTR act | NF-kB expr up | Efa HMGR inh | FLuc stim CS | APP transl inh
CC(=O)c1c(C)[nH]c(C(=O)OCc2cccc(Cl)c2)c1C | 1 | 115 | -1.4 | -0.2 | -4 | 35 | 1.9 | -2 | 1 | -35
COc1ccc(C(=O)ON=C2CCN(c3ccc([N+](=O)[O-])cc3)CC2)cc1 | -7 | 94 | 3.3 | -0.4 | -2 | . | 0.96 | -1 | 1 | .
O=C(CN1C(=O)CCC1=O)Nc1ccc(Br)cc1 | 10 | 101 | -2.1 | -0.2 | -2 | -27 | 1 | -6 | 1 | 27
COc1ccc(CCNC(=O)c2n[nH]c(=O)c3ccccc23)cc1 | -3 | 95 | 2.0 | -0.5 | 5 | -8 | 1.1 | 0 | 0.9 | 8
CCCN1C(=O)/C(=C2/C=Cc3ccccc3N2CC)SC1=S | 5 | 98 | 0.7 | -0.2 | 6 | -14 | 0.93 | -1 | 0.9 | 14
Cc1oc(-c2ccccc2F)nc1CN1CCC(C(=O)NCCC2=CCCCC2)CC1 | -3 | 97 | 0.0 | 0.0 | -4 | 2 | 0.49 | -1 | 1 | -2
